PhoP inhibition: inhibitors of PhoP regulon expression, primary screen, Salmonella Typhimurium, GFP reporter (AID 1863) | actives 0.16% (n = 300,000) | S. Typhimurium PhoP-regulated promoter GFP reporter, 4 h; higher % means a stronger effect | one-dose inhibition, % at 50 µM; IC50 in µM for titrated hits;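 active = inhibition over 29.93%, a cutoff 3 SD above the screen mean, later confirmed by dose response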;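 also: 0% = low Mg2+ inducing control and 100% = high Mg2+ repressing control; strong numbers were not always called active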
West Nile antiviral: inhibition of WNV-induced cytopathic effect – cell-based, CPE readout (AID 1621); CPE inhibition, % at 10 µM; hits with a dose series show IC50 in µM; West Nile virus-infected cells, CPE inhibition; higher % means a stronger effect; actives 0.02% (n = 290,000); in the data active = a potency from the dose series; also: strong numbers were not always called active
PMI inhibition: human PMI inhibitors, high substrate, primary screen, biochemical, fluorescence intensity, high mannose 6-phosphate (AID 1220); recombinant PMI enzyme, coupled fluorescence intensity; higher % means a stronger effect; one-dose inhibition, % at 20 µM; IC50 in µM for titrated hits; actives 0.66% (n = 190,000); in the data active = inhibition above about 50%
SIAH1 antagonists: blockers of Siah-1 interaction with plectin peptide – biochemical, fluorescence polarization, rhodamine-plectin, uHTS, primary screen (AID 1817); Siah-1 / rhodamine-plectin peptide fluorescence polarization; higher % means a stronger effect; one-dose displacement, % at 20 µM; IC50 in µM for titrated hits; actives 0.02% (n = 290,000);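 active = displacement of at least 50% at 20 µM, with a fluorescence ratio check between 0.3 and a set limit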;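 also: plate controls were Siah plus tracer with DMSO for no effect and tracer alone without Siah for full effect; strong numbers were not always called active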
CSM14.1 death rescue: rescue of cells from ER stress-induced death, primary screen, 384-well, CSM14.1, thapsigargin, ATP luminescence (AID 1222) | CSM14.1 thapsigargin-induced death rescue, ATP luminescence; higher % means a stronger effect | one-dose cellular ATP content (survival), % at 20 µM; EC50 in µM for titrated hits | 190,000 tested, under 10 active;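 active = EC50 below 50 µM in the dose-response confirmation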;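 also: death triggered by thapsigargin at about 15 µM added after 2 h compound pretreatment; cell ATP read after overnight thapsigargin exposure of roughly 18 to 22 hours; normalized against plate controls of thapsigargin alone and 5% DMSO vehicle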
M1AAP inhibition: P. falciparum M1AAP inhibitors, biochemical, fluorogenic H-Leu-NHMec substrate, 1536-well (AID 1445); recombinant M1AAP, H-Leu-NHMec fluorogenic kinetic assay; higher % means a stronger effect; inhibition, % at 30 µM; hits with a dose series show IC50 in µM; actives 0.42% (n = 220,000);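 active = primary inhibition above the hit cutoff, then over 50% inhibition at one or more dose response concentrations, cut at about 23% in these data, passing the limit was not always enough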;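 also: plate controls were DMSO full reaction for no effect and no enzyme background for full effect; strong numbers were not always called active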
P. falciparum M17LAP: P. falciparum M17LAP inhibitors, primary screen, biochemical, fluorogenic H-Leu-NHMec substrate, 1536-well (AID 1619); recombinant M17LAP, H-Leu-NHMec fluorogenic kinetic assay; higher % means a stronger effect; inhibition, % at 30 µM; hits with a dose series show IC50 in µM; actives 0.38% (n = 220,000);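 active = compound inhibiting the enzyme by more than half at any dose during confirmatory dose-response retesting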;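 also: plate controls were full reaction with DMSO carrier for no effect and no enzyme background for full effect; strong numbers were not always called active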
XIAP antagonists: XIAP antagonists, biochemical, IAP family, fluorescence polarization (AID 1018); actives 0.007% (n = 200,000); displacement, % at 20 µM, or IC50 in µM where a hit was titrated; XIAP BIR domain, fluorescence polarization peptide displacement; higher % means a stronger effect; in the data active = displacement above about 50%; also: a part of the inactive calls stands beside numbers as strong as those of hits
Yfh1-off respiration: mitochondrial function rescue without frataxin homolog – Friedreich's ataxia, plus single-dose screen, dose response (AID 1465); actives 0.074% (n = 220,000); S. cerevisiae Yfh1-off respiration, WST-1 reduction, 72 h; higher fold induction means a stronger effect; one-dose fold induction at 50 µM; EC50 in µM for titrated hits;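 active = fold induction of absorbance versus untreated yeast above a set limit, then at least 30% activation at any dose in follow-up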;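 also: activators that raise dye reduction in frataxin-depleted yeast; strong numbers were not always called active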
Numbers without * were called inactive; i = inactive; · = not tested or not shown. Random draw from the library; 1.6% or so of the library scored in one or more.

(1) CCOc1ccc2c(c1)C(c1ccccc1)=NNC(c1ccccc1)=N2
(2) Cn1c(N2CCN(c3ccccn3)CC2)nc2c1c(=O)n(Cc1ccc(Cl)cc1)c(=O)n2C
(3) COC(=O)c1cccc(/C=N/NC(N)=S)c1O
(4) CCOCc1nnc(NC(=O)CSc2ccc(C)cc2)s1
(5) CC1(C)CC(=O)C(C=NC2CC(C)(C)NC(C)(C)C2)=C(O)C1
(6) COc1cccc(NC(=S)N2CCN(c3ccccn3)CC2)c1
(7) CC(C)C1Oc2ccccc2N(CC(=O)NCCCN2C(C)CCCC2C)C1=O (stereo unspecified)
(8) CC(C)(C)CC(=O)Nc1cccc2c1CCCC2
assay / entry	1	2	3	4	5	6	7	8
PhoP inhibition	1%	4%	-5%	1%	-3%	2%	5%	10%
West Nile antiviral	-0.4%	0.0%	-1.2%	-0.5%	0.3%	-0.1%	0.2%	-0.2%
PMI inhibition	-5%	2%	·	12%	5%	16%	4%	-4%
SIAH1 antagonists	-4%	2%	3%	5%	3%	0%	0%	-2%
CSM14.1 death rescue	0.8%	2.4%	·	-1.6%	-0.9%	0.2%	-0.6%	4.0%
M1AAP inhibition	5%	3%	2%	0%	4%	7%	-2%	0%
P. falciparum M17LAP	18%	-5%	7%	17%	-7%	-12%	-1%	22%
XIAP antagonists	-12%	-4.5%	·	-3.3%	-7.7%	86%	-2.4%	-4.1%
Yfh1-off respiration	i	i	i	i	i	i	i	i

Pulled one by one from above (5):
(6) COc1cccc(NC(=S)N2CCN(c3ccccn3)CC2)c1
(3) COC(=O)c1cccc(/C=N/NC(N)=S)c1O
(5) CC1(C)CC(=O)C(C=NC2CC(C)(C)NC(C)(C)C2)=C(O)C1
(2) Cn1c(N2CCN(c3ccccn3)CC2)nc2c1c(=O)n(Cc1ccc(Cl)cc1)c(=O)n2C
(7) CC(C)C1Oc2ccccc2N(CC(=O)NCCCN2C(C)CCCC2C)C1=O (stereo unspecified)
assay / entry	6	3	5	2	7
PhoP inhibition	2%	-5%	-3%	4%	5%
West Nile antiviral	-0.1%	-1.2%	0.3%	0.0%	0.2%
PMI inhibition	16%	·	5%	2%	4%
SIAH1 antagonists	0%	3%	3%	2%	0%
CSM14.1 death rescue	0.2%	·	-0.9%	2.4%	-0.6%
M1AAP inhibition	7%	2%	4%	3%	-2%
P. falciparum M17LAP	-12%	7%	-7%	-5%	-1%
XIAP antagonists	86%	·	-7.7%	-4.5%	-2.4%
Yfh1-off respiration	i	i	i	i	i

The results go on.
(9) C[C@@H]1CC=C[C@H]2[C@H]1C(=O)N(Cc1ccccc1)[C@H]2c1ccc(/C=C/c2ccccc2)cc1F
(10) CN1/C(=C\C=C2/SC(=S)NC2=O)C(C)(C)c2ccccc21
(11) O=C(Nc1nc2ccc(F)cc2s1)C1=NN(c2ccccc2)C(=O)CC1
(12) COc1ccc(Oc2cc(Cl)nc(N)n2)cc1
(13) N#CC(c1ccc(Cl)cc1)c1ccc(Cl)nn1 (stereo unspecified)
(14) Cc1ccc2cc(CN(Cc3nnnn3C3CCCC3)C3CCCCC3)c(=O)[nH]c2c1C
(15) CCN(CC)C(=O)c1ccc(/C=C/c2c[nH]c3ccccc23)[n+](C)c1
(16) Cc1[nH]n(-c2ccc(Cl)cc2)c(=O)c1/C=N/n1c(C)nc2ccccc2c1=O
assay / entry	9	10	11	12	13	14	15	16
PhoP inhibition	6%	·	-11%	1%	6%	-12%	-80%	-4%
West Nile antiviral	-0.2%	-1.1%	-0.4%	-0.5%	-0.3%	-0.1%	0.3%	0.0%
PMI inhibition	·	29%	11%	-2%	-10%	2%	23%	-67%
SIAH1 antagonists	14%	112%	4%	1%	1%	-1%	-4%	13%
CSM14.1 death rescue	·	3.9%	-2.7%	-0.7%	-2.0%	-2.4%	0.1%	-1.9%
M1AAP inhibition	0%	·	15%	4%	13%	3%	15%	-10%
P. falciparum M17LAP	-14%	·	-1%	35%	9%	-7%	29%	25%
XIAP antagonists	·	-63%	-12%	14%	-1.9%	-3.4%	-2.9%	1.0%
Yfh1-off respiration	i	i	i	i	i	i	i	i

(17) Cc1onc(-c2ccccc2)c1NC(=O)Nc1c(-c2ccccc2)noc1C
(18) Cc1ccc(OCc2ccc(C(=O)NN)o2)cc1C
(19) O=C(O)C1CSCN1S(=O)(=O)c1cccc2nsnc12 (stereo unspecified)
(20) CCn1c(CSc2nnc(-c3cccnc3)n2-c2ccccc2C)nc2cc(C(=O)O)ccc21
(21) COCCNC(=O)CSc1nnc(CCCN2C(=O)c3cccc4cccc(c34)C2=O)n1-c1ccccc1
(22) CCOC(=O)C1CCCN(C(=O)c2cccc([N+](=O)[O-])c2C)C1 (stereo unspecified)
(23) Cn1ncc([N+](=O)[O-])c1C(=O)N/N=C/c1c[nH]c2ccccc12
(24) CCOC(=O)c1oc2cc(O)ccc2c(=O)c1-c1ccccc1OC
assay / entry	17	18	19	20	21	22	23	24
PhoP inhibition	-2%	-8%	-1%	22%	-8%	3%	-3%	-7%
West Nile antiviral	0.0%	-0.6%	0.0%	·	-0.6%	-0.1%	0.6%	-0.4%
PMI inhibition	5%	·	4%	-58%	4%	-3%	-4%	12%
SIAH1 antagonists	10%	0%	0%	111%	8%	-1%	-3%	-7%
CSM14.1 death rescue	-0.5%	·	·	·	1.5%	0.7%	-2.3%	0.5%
M1AAP inhibition	6%	1%	3%	6%	5%	-9%	9%	15%
P. falciparum M17LAP	1%	3%	14%	5%	-12%	1%	20%	1%
XIAP antagonists	-2.2%	·	-3.9%	·	-0.6%	-4.6%	-4.5%	-10%
Yfh1-off respiration	i	i	i	·	i	i	i	i

Reformatted bar-delimited: part of the list above
item | Compound | PhoP inhibition | West Nile antiviral | PMI inhibition | SIAH1 antagonists | CSM14.1 death rescue | M1AAP inhibition | P. falciparum M17LAP | XIAP antagonists | Yfh1-off respiration
20 | CCn1c(CSc2nnc(-c3cccnc3)n2-c2ccccc2C)nc2cc(C(=O)O)ccc21 | 22% | · | -58% | 111% | · | 6% | 5% | · | ·
21 | COCCNC(=O)CSc1nnc(CCCN2C(=O)c3cccc4cccc(c34)C2=O)n1-c1ccccc1 | -8% | -0.6% | 4% | 8% | 1.5% | 5% | -12% | -0.6% | i

Next records follow.
(25) Cc1ccccc1NC(=O)C(c1ccccc1)C1CCCC1 (stereo unspecified)
(26) O=C1NC(=Nc2ccccc2)S/C1=C\C=C\c1ccco1
(27) CC(C)(C)NC(=O)NC(=O)CSc1nnc(-c2ccccc2F)n1N
(28) CS(=O)(=O)N(Cc1ccccc1)c1ccccc1C(=O)Nc1ccccc1C(=O)NCc1ccco1
(29) O=C(CCCOc1ccccc1)Nc1ccc(S(=O)(=O)N2CCOCC2)cc1
(30) NC(=O)COc1c(-c2ccccc2)oc2ccccc2c1=O
(31) O=C(NCCc1c[nH]c2ccccc12)C(=O)NCC1CCCO1 (stereo unspecified)
(32) O=C(Nc1ccno1)Nc1ccc(Cl)cc1Cl
assay / entry	25	26	27	28	29	30	31	32
PhoP inhibition	23%	-9%	15%	5%	1%	3%	4%	-5%
West Nile antiviral	-0.9%	-0.2%	-0.1%	0.6%	-0.1%	0.0%	0.0%	-0.8%
PMI inhibition	-3%	0%	8%	5%	-2%	-2%	1%	·
SIAH1 antagonists	-5%	5%	1%	-2%	-1%	0%	1%	5%
CSM14.1 death rescue	-2.3%	-2.8%	0.4%	-0.3%	0.5%	3.5%	-1.5%	·
M1AAP inhibition	8%	17%	-11%	19%	4%	1%	6%	2%
P. falciparum M17LAP	4%	16%	-6%	-1%	6%	10%	-4%	-4%
XIAP antagonists	-7.0%	-0.7%	-6.9%	-4.0%	-4.6%	0.3%	-6.1%	·
Yfh1-off respiration	i	i	i	i	i	i	i	i

(33) CNC(=O)C1CC(=O)N(Cc2ccc(OC)c(OC)c2)C(=Nc2ccc(OC)cc2)S1 (stereo unspecified)
(34) COc1ccc(CCNc2nc3c(c(=O)n(C)c(=O)n3C)n2C)cc1OC
(35) O=C(O)c1cccc2c1C(=O)N(Cc1ccncc1)C2
(36) CN(C)/C=N/S(=O)(=O)c1ccc(Cl)cc1
(37) Nc1nc(F)cc(NCc2ccccc2)n1
(38) O=C(NCc1ccccc1)c1cccc(COc2ccc3c(c2)CCC3)c1
(39) CC1CN(c2nc3ccccc3nc2C(C#N)C(=O)OC2CCCCC2)CC(C)O1 (stereo unspecified)
(40) O=C(CN1CCN(C(=O)c2ccco2)CC1)Nc1cc(C(F)(F)F)ccc1Cl
assay / entry	33	34	35	36	37	38	39	40
PhoP inhibition	6%	-7%	1%	-8%	1%	10%	15%	3%
West Nile antiviral	0.3%	0.3%	-0.4%	-0.5%	0.7%	-0.8%	1.6%	0.2%
PMI inhibition	7%	3%	16%	2%	10%	17%	2%	12%
SIAH1 antagonists	3%	4%	-3%	2%	-2%	1%	-2%	0%
CSM14.1 death rescue	9.9%	-2.7%	-1.7%	-0.8%	-0.6%	3.0%	-1.9%	-1.2%
M1AAP inhibition	-1%	3%	8%	-3%	0%	1%	-5%	6%
P. falciparum M17LAP	-11%	-7%	3%	0%	-8%	19%	-8%	-1%
XIAP antagonists	-2.2%	-0.4%	-2.4%	-7.8%	-11%	-3.5%	-7.7%	-5.3%
Yfh1-off respiration	i	i	i	i	i	i	i	i

(41) S=C(Nc1ccc(N2CCOCC2)cc1)Nc1ccc2nc(-c3ccco3)c(-c3ccco3)nc2c1
(42) O=C(CSc1nnc(-c2cccnc2)n1-c1ccccc1)Nc1ccc2c(c1)OCO2
(43) CCCNC(=O)CS(=O)Cc1nc(-c2ccccc2C)oc1C (stereo unspecified)
(44) CN(C)c1nc(N)nc(Cn2nnc(-c3ccc(C(F)(F)F)cc3)n2)n1
(45) CN(C)CCCCOc1cccc(Br)c1
(46) O=C(CSc1nnc(C2CC2)n1-c1ccccc1)NCCN1C(=O)CSC1=O
(47) Cc1cc(C)n(C(=O)c2cccc(S(=O)(=O)N3CCCCC3)c2)n1
(48) CCOc1ccc2cc(C3CC(c4ccco4)=NN3S(=O)(=O)c3ccccc3)c(Cl)nc2c1 (stereo unspecified)
assay / entry	41	42	43	44	45	46	47	48
PhoP inhibition	-10%	-13%	10%	-3%	13%	1%	-12%	4%
West Nile antiviral	·	-0.6%	-0.1%	-0.4%	0.3%	-0.6%	0.4%	-0.4%
PMI inhibition	-49%	5%	7%	-6%	-14%	-8%	·	-44%
SIAH1 antagonists	91%	0%	-3%	11%	-1%	1%	1%	0%
CSM14.1 death rescue	6.5%	1.3%	-1.1%	4.9%	-1.2%	-0.2%	·	-3.1%
M1AAP inhibition	13%	4%	-10%	6%	2%	0%	6%	2%
P. falciparum M17LAP	10%	5%	6%	-3%	20%	0%	9%	11%
XIAP antagonists	-1.6%	4.0%	-1.4%	-5.6%	0.4%	-5.3%	·	-5.7%
Yfh1-off respiration	·	i	i	i	i	i	i	i
